Compound activity (PubChem BioAssay)
JMJD2E inh: qHTS Assay for Inhibitors of Human Jumonji Domain Containing 2E (JMJD2E); Lysine-specific demethylase 4E (Homo sapiens), B2RXH2; JMJD2E catalytic domain, FDH-coupled NADH fluorescence (FDH is formaldehyde dehydrogenase); Potency, µM (series often up to 57.1 µM), for the others: at the highest dose activity change, negative = inhibition, hits mostly inhibitors; 1.6% of 230,000 active; AID 2147, 2009; active = well fitted inhibition curve with a large enough effect, not every such curve was filed as active; inconclusive = small, poorly fitted or top-dose-only effect, or another doubt; inactive = no such curve, though single readings can be large or run the other way;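 note: 0% = wells with enzyme and -100% = buffer wells without enzyme; nearly all actives have a fitted effect of over 50% in size; many of its hits are not listed in these tables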
Target sequence (B2RXH2 1-337 limits assumed): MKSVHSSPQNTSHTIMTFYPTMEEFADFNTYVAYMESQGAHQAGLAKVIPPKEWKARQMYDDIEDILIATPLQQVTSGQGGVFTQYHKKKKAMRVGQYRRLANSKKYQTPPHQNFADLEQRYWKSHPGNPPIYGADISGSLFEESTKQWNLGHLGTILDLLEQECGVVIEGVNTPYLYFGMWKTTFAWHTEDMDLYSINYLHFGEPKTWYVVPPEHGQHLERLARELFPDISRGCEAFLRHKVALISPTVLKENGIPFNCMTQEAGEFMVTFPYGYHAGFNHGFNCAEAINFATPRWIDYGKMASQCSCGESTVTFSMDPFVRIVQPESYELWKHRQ
Tau FP inhib: qHTS for Inhibitors of Tau Fibril Formation, Fluorescence Polarization; Potency, µM (series often up to 57.7 µM), for the others: top-dose activity, negative = inhibition, hits mostly inhibitors; K18 P301L tau heparin fibrillization, Alexa594 FP, 6 h; Microtubule-associated protein tau (Homo sapiens), P10636; 0.39% of 280,000 active; note: nearly all actives have a fitted effect of over 55% in size
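Recombinant K18 P301L […], labeled with Alexa 594 at 0.24 uM over 15 uM unlabeled; heparin inducer 20 uM final; 37 C, 6 hr; FP endpoint.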
TexasRed fluor: Total Fluorescence Counterscreen for Inhibitors of the Interaction of Thyroid Hormone Receptor and Steroid Receptor Coregulator 2 | 0.29% of 280,000 active | AID 1479, 2009 | Potency, µM (doses to about 106 µM), inactives show top-dose fluorescence change, negative = quenching | TRb/SRC2 Texas Red total fluorescence interference; active = well fitted curve in either direction with a large enough effect; inconclusive = small, poorly fitted or top-dose-only effect
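Human TRb ligand-binding domain at 0.6 uM with 20 nM Texas Red SRC2 peptide in Tris buffer containing 1 uM T3 and 5% DMSO, incubated with compound 5 h at ambient temperature. Total fluorescence (555/632 nm) calculated as parallel + 2 × perpendicular.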
RECQ1 inh: qHTS Assay for Inhibitors of RecQ-Like Dna Helicase 1 (RECQ1) | RECQ1 DNA unwinding, red fluorescence kinetic read | Potency, µM (doses to about 57.3 µM), inactives show top-dose activity, negative = inhibition, actives largely listed as inhibitors | AID 2549, 2010 | 0.54% of 240,000 active;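 note: plate controls were vehicle for no effect and no enzyme for full effect; nearly all actives have a fitted effect of over 30% in size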
Target sequence (P46063 whole entry, looked up): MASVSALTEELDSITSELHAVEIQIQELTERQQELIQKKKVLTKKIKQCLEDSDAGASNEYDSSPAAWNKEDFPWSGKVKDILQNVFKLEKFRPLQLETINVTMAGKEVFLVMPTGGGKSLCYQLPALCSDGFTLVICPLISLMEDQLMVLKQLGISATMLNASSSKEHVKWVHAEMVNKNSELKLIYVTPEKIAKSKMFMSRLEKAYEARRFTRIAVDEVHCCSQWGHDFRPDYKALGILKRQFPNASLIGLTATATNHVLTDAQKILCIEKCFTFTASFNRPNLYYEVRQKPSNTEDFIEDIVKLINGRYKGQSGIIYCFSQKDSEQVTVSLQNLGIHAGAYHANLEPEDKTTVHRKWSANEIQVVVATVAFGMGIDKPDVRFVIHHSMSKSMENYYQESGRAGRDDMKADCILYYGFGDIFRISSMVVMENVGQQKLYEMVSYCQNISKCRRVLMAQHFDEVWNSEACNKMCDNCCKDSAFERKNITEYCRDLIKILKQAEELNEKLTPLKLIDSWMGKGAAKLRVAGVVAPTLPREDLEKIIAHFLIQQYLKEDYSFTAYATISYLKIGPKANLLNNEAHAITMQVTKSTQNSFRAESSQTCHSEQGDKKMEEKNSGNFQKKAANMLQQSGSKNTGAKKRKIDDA
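50 nM RECQ1T1 preincubated 15 min with compound in Tris pH 8.0 buffer with MgCl2, DTT, Tween-20 and 2.5 ug/ml poly(dI-dC); started with 200 nM TAMRA/BHQ-2 forked duplex and 2 mM ATP. Unwinding read as fluorescence (525/598 nm), two reads 2 h apart.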
Tau fibril ThT: qHTS for Inhibitors of Tau Fibril Formation, Thioflavin T Binding | recombinant tau K18 P301L (four-repeat tau fragment), heparin-induced fibrillization, ThT fluorescence | Microtubule-associated protein tau (Homo sapiens), P10636 | 2.1% of 270,000 active | Potency, µM (titrated, usually from 57.4 µM), without a hit: at the highest dose activity, negative = inhibition, hits mostly inhibitors; note: nearly all actives have a fitted effect of over 55% in size
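K18 P301L tau (15 uM + 0.24 uM Alexa 594-tagged), heparin 20 uM, NaOAc pH 7, 6 h 37 C; ThT 30 uM, 1 h RT, ex 450/em 510 nm.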
GoLoco inh red: qHTS Assay for Inhibitors of RGS12 GoLoco Motif Activity (Red Fluorophore) | Gai1:RGS12 GoLoco peptide FP, rhodamine, 10 min | 0.44% of 230,000 active | Potency, µM (highest dose often 61.6 µM), for the others: top-dose activity, negative = inhibition, actives largely listed as inhibitors | AID 880, 2007; active = well fitted inhibition curve with a large enough effect, not every such curve was filed as active; inactive = no such curve, though single readings can be large or run the other way; note: nearly all actives have a fitted effect of over 30% in size; many of its hits are not listed in these tables
L3MBTL1 inh: qHTS Assay for the Inhibitors of L3MBTL1; Lethal(3)malignant brain tumor-like protein 1 (Homo sapiens), Q9Y468; AlphaScreen L3MBTL1–H3K9me1 peptide binding; Potency, µM (series often up to 57.1 µM), inactives show at the top dose activity, negative = inhibition, actives largely listed as inhibitors; 0.66% of 230,000 active; AID 485360, 2010; note: nearly all actives have a fitted effect of over 60% in size
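Read-out is AlphaScreen signal from streptavidin donor and nickel chelate acceptor beads (10 ug/mL final each) bridging L3MBTL1 (50 nM) and biotinylated K9-monomethylated H3(1-15) peptide (75 nM), after 30 min compound exposure at room temperature.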
TRb-SRC2 inh: qHTS for Inhibitors of the Interaction of Thyroid Hormone Receptor and Steroid Receptor Coregulator 2; Thyroid hormone receptor beta (Homo sapiens), P10828; TRbeta-SRC2 peptide binding, fluorescence polarization; receptor liganded with 1 µM T3; Potency, µM (highest dose often 106 µM), without a hit: top-dose activity change, negative = inhibition, most hits filed as inhibitors; 0.065% of 280,000 active; AID 1469, 2008;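 note: plate controls were bound peptide for no effect and peptide without receptor for full effect; nearly all actives have a fitted effect of over 50% in size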
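Each compound concentration gave % activity, normalized to unbound and bound Texas Red SRC2 controls, from polarization read after 5 hr ambient incubation with T3-loaded human TRb LBD.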
Numbers without * were called inactive; i = inactive; ? = inconclusive; · = no result given; & = joins results of further samples; [ ] = dose if it differs, or a comment. Unless noted, calls come from the whole dose curve; as a rule, active = well fitted curve in the direction sought with a large enough effect; inconclusive = small, poorly fitted or top-dose-only effect, or another doubt; inactive = no such curve, though single readings can be large; an effect the other way counts as inactive or inconclusive. Unless noted, % is set by controls: 0 for no effect and ±100 for the full control effect; potency is the fitted concentration of half-maximal effect. Only part of the results is shown, so the mix of outcomes need not match the whole.

Results follow in this order: JMJD2E inh, Tau FP inhib, TexasRed fluor, RECQ1 inh, Tau fibril ThT, GoLoco inh red, L3MBTL1 inh, TRb-SRC2 inh
> COC(=O)CNC(=O)Cn1cnc2sc(C)c(S(=O)(=O)N3CCC(C)CC3)c2c1=O
  4%, 7%, -1%, 1%, -3%, -7%, -10%, -7%
> C/C(=N\NC(=O)C(=O)Nc1cccc(Cl)c1C)c1ccncc1
  14%, 8%, -1%, i, ?, 14%, 8%, 3%
> CCC(C)(C)NC(=O)C(c1ccc(F)cc1)N(Cc1ccco1)C(=O)c1snc(C(N)=O)c1N (centres undefined)
  ?, -3%, 1%, i, -5%, 1%, 8%, -7%
> COc1ccc(S(=O)(=O)N2CCOCC2)c(Cl)c1Cl
  4%, 7%, 0%, -2%, 4%, -20%, ·, -25%
> COc1cccc(NC(=O)COC(=O)c2ccc(F)cc2F)c1
  2%, 7%, -2%, 0%, -6%, 6%, 9%, 7%
> COc1ccc(Cn2c(SCc3ccc(C(=O)NC(C)c4ccccc4)cc3)nc3cccnc32)cc1 (centres undefined)
  ·, -10%, -7%, ·, 2%, ·, ·, 6%
> CC1=C(C)C(c2ccccc2)NC(=S)N1 (centres undefined)
  -1%, 7%, 0%, i, -2%, 12%, -9%, 8%
> Cc1occc(=O)c1OCc1c(F)cccc1Cl
  8%, -1%, -3%, -1%, -1%, 6%, 19%, -10%
> Cc1cc(C)n2nc(SCCOc3ccc(F)cc3)nc2n1
  2%, -6%, -2%, i, -11%, 3%, ·, -2%
> CN(C)/C=C/C(=O)C(F)(F)F
  -1%, 5%, -2%, i, 4%, -14%, -21%, -5%
> Cc1scc(C(=O)Nc2ccon2)c1-c1ccccc1
  -2%, 2%, 0%, -7%, -14%, 11%, ·, -16%
> COC(=O)c1ccc(Cl)c(S(=O)(=O)N2CCCC2)c1
  6%, -3%, -5%, i, -10%, 0%, 37%[activator], -8%
> COc1ccc(-c2cn3nc(N4CCC(C(=O)NCc5ccccc5F)CC4)sc3n2)cc1
  ·, 5%, -20%, ·, ?, ·, ·, 6%
> Cc1ccc(S(=O)(=O)Nc2ccccc2CNc2ccccn2)cc1
  5%, ?, 2%, 5%, -2%, 0%, -2%, -13%
> CCCCN(CC)CCCNC(=O)c1cn(C)c(=O)c2c1c1ccccc1n2C
  ·, -8%, ?, ·, -5%, ·, ·, ?
> COc1ccc(NC(=O)/C=C/c2ccc(OC)c(OC)c2)cn1
  -23%, -7%, -6%, -1%, -6%, 15%, -2%, 2%
> Cc1ccc2c(NC(=O)C3CC3)cccc2n1
  -1%, 0%, -4%, -5%, -1%, 3%, 1%, 7%
> CCCCC1CN2C(CCC(C)C2c2ccc(Br)cc2)C(=O)O1 (centres undefined)
  ·, -1%&6%&3%[11.6 µM], 0%&-5%&-2%[11.2 µM], -13%&-2%&9%[11.5 µM], -2%&-3%&-7%[11.5 µM], ·, ·, -1%&3%&1%[11.2 µM]
> COC(=O)[C@H](C)NC(=O)Nc1cc(Cl)ccc1C
  6%, -1%, 0%, -6%, -6%, -4%, ·, 7%
> O=c1c(Cc2ccc(F)cc2)c(O)ccn1Cc1ccc(Cl)cc1Cl
  0%, -16%, 0%, 2%, -7%, -8%, -8%, -6%
> OCCC1CN(Cc2cccn2-c2nccs2)CCN1C1CCCCC1 (centres undefined)
  -2%, -6%, -5%, i, -13%, 6%, 6%, -2%
> CCN(CC)C(=O)COC(=O)c1ccc(C)c(NC(=O)c2ccco2)c1
  2%, -2%, 1%, i, 0%, 12%, ·, 1%
> Cc1ccc(NC(=O)CCN2C(=O)OC(C)(C)C2(C)O)cc1 (centres undefined)
  -2%, 7%, -2%, 0%, -5%, 6%, 16%, -3%
> O=C(/C=C/c1ccc(F)cc1)N1CCCN(C(=O)/C=C/c2ccc(F)cc2)CC1
  -3%, 11%, -2%, -2%, 5%, 8%, 3%, 11%
> Cc1cccc(C(=O)NC2CC3CCCC(C2)N3C(=O)NC2CCCCC2)c1 (centres undefined)
  2%, -5%, 0%, i, -1%, 5%, 5%, 2%
> C/C(CC(=O)Nc1ccc(OCc2ccccc2)cc1)=N\NC(=O)C(=O)Nc1cccc(C)c1
  4%, -8%, -4%, -14%, ?, 7%, 4%, -1%
> CSc1n[nH]c(=O)n1-c1cccc(Cl)c1
  3%, -13%, 0%, i, -5%, 2%, -7%, -4%
> Cc1cccc(NC(=O)CCSc2nnc(Cc3ccccc3)o2)c1
  -2%, 3%, -2%, -2%, 3%, 6%, -9%, 0%
> O=Cc1cccn1-c1ccc(O)cc1
  -5%, -9%[2.34 µM], -3%, i, -1%, -2%, -3%, 0%
> CC(=O)Nc1cccc(-c2nc3ccccc3s2)c1
  ?, -15%, 2%, i, 0%, 7%, 7%, 0%

Next section; it opens with the 2 that closed the last part.
Results follow in this order: JMJD2E inh, Tau FP inhib, TexasRed fluor, RECQ1 inh, Tau fibril ThT, GoLoco inh red, L3MBTL1 inh, TRb-SRC2 inh
> O=Cc1cccn1-c1ccc(O)cc1
  -5%, -9%[2.34 µM], -3%, i, -1%, -2%, -3%, 0%
> CC(=O)Nc1cccc(-c2nc3ccccc3s2)c1
  ?, -15%, 2%, i, 0%, 7%, 7%, 0%
> CCN(CC)CCOC(=O)/C=C/c1ccccc1
  -1%, -7%, 1%, 0%, 1%, 3%, 1%, 0%
> COc1ccc(NC(=O)CSC2=NC(=O)CC(C)=N2)cc1
  -4%, -13%, -4%, -5%, -1%, -1%, -6%, -3%
> COc1ccc(/C=N/NC(=O)c2ccncc2)cc1[N+](=O)[O-]
  4%, 6%, -2%, i, -15%, -8%, ·, 5%
> COc1ccc(OC)c(NC(=O)C(CC(C)C)NC(=O)C2CCCCC2)c1 (centres undefined)
  -3%, 2%, 0%, i, -7%, 7%, ·, -2%
> COc1ccc2[nH]c(=O)c(CN(Cc3nnnn3Cc3ccco3)C3CCCCC3)cc2c1
  ?, ?, -8%, ?, ?, 120%[activator], ?, -6%
> COc1cc(O)oc1C=Nc1ccc(C(F)(F)F)cc1
  ?, 6%, -6%, -10%, ?, 5%, -3%, 0%
> CC(C)Oc1cccc(C(=O)C2CCCN(C(=O)c3ccnn3C)C2)c1 (centres undefined)
  7%, 0%, -5%, i, -6%, -1%, -3%, -7%
> COCCNC(=O)C(c1ccc(O)cc1)N(C(=O)CCC(=O)Nc1nccs1)c1ccc(C)cc1 (centres undefined)
  -4%, -5%, 1%, -6%, -6%, 12%, 9%, 4%
> CC(C)Oc1ccc(CNC(=O)C2COc3ccccc3C2)cc1 (centres undefined)
  ·, -7%, 1%, ·, -6%, ·, ·, 9%
> C=CCNC(=O)c1onc(CSc2ccccc2F)c1C(=O)O
  4%, -3%, 1%[53 µM], -3%, 13%, 16%, 46%[activator], -14%[53 µM]
> CS(=O)(=O)N(CC(=O)NCc1ccc2c(c1)OCO2)Cc1ccccc1
  2%, 1%, 2%, -3%, -2%, 1%, ·, 16%
> O=C(c1cnc2c(c1)COc1ccccc1-2)c1ccccc1O
  ·, -8%, 3%, ·, ?, ·, ·, 4%
> CCc1ccccc1N(C)C(=O)Nc1cn(CC(C)C)c(=O)c2ccccc12
  ·, -7%, 0%, ·, -3%, ·, ·, -4%
> COc1ccc(CCNC(=O)CCNS(=O)(=O)c2cccc3nonc23)cc1OC
  3%, 9%, -3%, -9%, -2%, 7%, ·, 3%
> CCC(CC)c1nn2c(=O)cc(COc3ccc(NC(=O)c4ccccc4Cl)cc3)nc2s1
  ·, -5%, -1%, ·, ?, ·, ·, 3%
> O=C(OCc1cc(=O)n2nc(C3CC3)sc2n1)c1cccc(NC(=O)c2ccccc2Cl)c1
  ·, 2%, 0%, ·, ?, ·, ·, -10%
> COc1ccc(OC)c(NS(=O)(=O)c2ccc3c(c2)CCCN3C(=O)C2CCC2)c1
  ·, 5%, 2%, ·, -5%, ·, ·, -2%
> O=C(CSc1nc2ccccc2s1)Nc1cc(S(=O)(=O)N2CCOCC2)ccc1O
  -1%, 7%, ?, -7%, 1%, -11%, -28%, -7%[53 µM]
> S=C(NCc1ccccc1)NC1CCCCC1
  7%, 5%, 1%, -8%, -5%, 4%, 0%, 2%
> Cn1c(Cl)c(/C=N/OC(=O)c2cccc(Cl)c2)c2ccccc21
  -3%, ?, 1%, -3%, -18%, 5%, -3%, -3%
> COc1ccc(-c2nc(NC(C)=O)sc2-c2ccccc2)cc1
  9%, -3%, -5%, 10%, 8%, 86%[activator], -4%, -2%
> COCc1cc(/C=N\NC(=O)COc2ccc(Cl)cc2)ccc1OC
  -21%, ?, 1%, -1%, ?, 1%, 6%, -8%
> O=C(Nc1ccc(F)cc1)c1ccc(-n2cnc3cccnc32)cc1
  ·, -3%, 0%, ·, ?, ·, ·, -2%
> O=C(O)c1cc(-c2ccc(N3CCOCC3)cc2)nn1-c1ccccc1Cl
  ?, 0%, -1%, -5%, ?, 5%, -9%, 4%
> COc1cc(CC(=O)Nc2ccc(Cl)c(C(F)(F)F)c2)cc(OC)c1OC
  -1%, ?, -1%, -10%, 4%, 7%, 8%, -2%
> COc1cccc(N2C(=O)C(CC(=O)Nc3ccccc3)N(CCc3sccc3C)C2=O)c1 (centres undefined)
  ·, ?, -1%, ·, -5%, ·, ·, 10%
> COC(=O)c1c(NC(=O)C2CC2)sc2c1CCN(C(C)=O)C2
  ?, 8%, -4%, -10%, 5%, 9%, -2%, -9%
> O=Cc1ccccc1Oc1ccccc1
  9%, 12%, 1%, -17%, -3%, 13%, 8%, -4%
> CCNC(=O)CSc1nnc(-c2cccs2)o1
  ?, 7%, 0%, -2%, -2%, 10%, 1%, -9%
